High-throughput results from PubChem.
Pf apPOL inh = Pf-apPOL DNA polymerase inhibition; Recombinant Pf-apPOL, molecular beacon fluorescence, 1.5 h; inhibition, % at 10 µM; 210,000 compounds, 0.25% hits; AID 1794808
mHTT CaM bind = mHTT-calmodulin interaction abrogation. 190,000 compounds, 3.6% hits. inhibition, % at 15 µM. AlphaScreen His-mHTT/GST-CaM binding, luminescence. AID 1671202;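 note: 0% = both proteins with DMSO and 100% = one protein alone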
Starred values were filed as active, the others as inactive; / = not tested or not shown; & = joins results of further samples. Cut-off read from the data, not from the text of the source: active = inhibition above about 50%; inactive = the rest.

Preview, two compounds:
#	Molecule	Pf apPOL inh	mHTT CaM bind
1	CCn1cc2c3c(cccc31)CN(C(=O)Nc1cccc(C(=O)OC)c1)CC2	-2	1
2	COc1cc(C=C(C#N)c2nc(-c3ccc(CC(C)C)cc3)cs2)cc(OC)c1OC(C)=O	-6	-7

Main list, from the first entry:
#	Molecule	Pf apPOL inh	mHTT CaM bind
1	CCn1cc2c3c(cccc31)CN(C(=O)Nc1cccc(C(=O)OC)c1)CC2	-2	1
2	COc1cc(C=C(C#N)c2nc(-c3ccc(CC(C)C)cc3)cs2)cc(OC)c1OC(C)=O	-6	-7
3	O=C(NCc1cccnc1)c1cccc(N2CCNC(c3ccccc3)C2)n1 (stereo unspecified)	-13	-1
4	CCc1onc(C)c1C1CCCN1C(=O)c1cc(-c2cccs2)on1 (stereo unspecified)	-5	-4
5	COc1c(C(=O)Nc2ccc3c(c2)OCO3)sc2cc(Cl)ccc12	-1	37
6	CC(C)CC(=O)N1CCN(c2nc(CN3CCCCC3)cs2)CC1	0	12
7	Cc1ccc(NC(=O)c2cc3cc(Cl)cc(Cl)c3oc2=O)cc1	0	2
8	CC(C)n1c(=O)c(Nc2ccc(Cl)cc2)nc2ccncc21	-4	-11
9	CCOC(=O)Cc1nnc(-c2ccc(Cl)cc2)o1	-7	/
10	CS(=O)(=O)NCCC1=CCCCC1	-4	-4
11	O=S(=O)(NCCc1ccccc1)c1ccc(F)cc1Br	-2	-13
12	COc1ccc(S(=O)(=O)NCC2CCC(C(=O)NCC(OC)OC)CC2)cc1 (stereo unspecified)	-8	0
13	COc1ccc(NC(=O)N2CCc3cn(CC(C)C)c4cccc(c34)C2)cc1OC	-1	29
14	Cc1cccc(NC(=O)c2ccc(Cl)cc2N)n1	0&-8	/
15	CN(C(=O)C1CCN(c2ncnc3c2nc2n3CCCCC2)CC1)c1ccc(F)cc1	1	5
16	Cc1cc(C)cc(C(=O)N2CCCC(C(=O)Nc3ccc(F)cc3F)C2)c1 (stereo unspecified)	-1	-2
17	CCSc1nnc(NC(=O)c2cccc([N+](=O)[O-])c2)s1	-3	5
18	CCN1Cc2nnn(CC3CCCCC3)c2-c2ccccc2S1(=O)=O	-1	-1
19	O=C(O)c1cccc2cccc(I)c12	-9	/
20	CC(O)(CNC(=O)c1ccc2nsnc2c1)c1ccco1 (stereo unspecified)	1	-23

Following part
#	Molecule	Pf apPOL inh	mHTT CaM bind
21	CCN(CC)C(=O)c1sc2ncn(Cc3ccccc3F)c(=O)c2c1C	-9	-5
22	COc1ccc(OC)c(C(C)NC(=O)C2CC2)c1 (stereo unspecified)	-6	-2
23	CC(=O)NC(c1cccs1)c1cc([N+](=O)[O-])c2cccnc2c1O (stereo unspecified)	0&-3	100*
24	CCN(C(=O)c1ccc([N+](=O)[O-])o1)c1ccccc1C	0	5
25	Cc1ccc(S(=O)(=O)N2CCOCC2)cc1NS(=O)(=O)c1ccc(C)c(C(N)=O)c1	-1	-2
26	Cc1cccn2c(=O)c3cc(C(=O)NCc4cccnc4)c(=N)n(CCCn4ccnc4)c3nc12	-1	23
27	O=C(Nc1cccc2c1CCCC2)C1CCCN(S(=O)(=O)c2cccs2)C1 (stereo unspecified)	1	8
28	O=C(NCCc1ccccc1)C(=O)NC1CCCCCC1	-2	0
29	CC(=NOC(=O)c1ccc(C(F)(F)F)cc1)c1cc[nH]c1	5&-12	/
30	CC(C)CN1CCC(C(=O)N2CCN(Cc3ccc4c(c3)OCO4)CC2)CC1	-4	-2
31	Cn1c(Cn2cnc(Cl)c2Cl)nc2ccccc21	2	-6
32	CC(C)NC(=O)c1ccc(SCCN2CCCCC2)nc1	-6	-4
33	O=c1[nH]c2ccc(N=Cc3ccc(-c4ccc([N+](=O)[O-])cc4)o3)cc2[nH]1	-8	17
34	COc1ccc(C2(C(F)(F)F)N=C3Sc4cc(C)ccc4N3C(=O)N2)cc1 (stereo unspecified)	-8	-4
35	CCCCOc1ccc(C2C(C(=O)Nc3ccccc3OC)=C(C)Nc3nnnn32)cc1 (stereo unspecified)	-3	1
36	NC(COc1ccc([N+](=O)[O-])cc1)=NOC(=O)CCn1cc(C(F)(F)F)ccc1=O	-3&-3	/
37	Cc1ccc(N2C(=O)NC(=O)/C(=C\c3ccc(N4CCOCC4)o3)C2=O)cc1	4	11
38	CN(C)C(CNC(=O)NCc1cccs1)c1cccn1C (stereo unspecified)	-6	-7
39	CC(C)CNC(=O)c1nnn2c1COC(c1ccc(Br)cc1)C2 (stereo unspecified)	-9	1
40	COc1ccc2sc(N(Cc3ccco3)C(=O)C3CC3)nc2c1	-10	-15

(continued)
#	Molecule	Pf apPOL inh	mHTT CaM bind
41	CC1(C)NC(=O)N(CC(O)COc2cccc(Cl)c2)C1=O (stereo unspecified)	4	-2
42	Cc1c(NS(=O)(=O)c2ccc3c(c2)C(=O)c2ccccc2-3)c(=O)n(-c2ccccc2)n1C	-1	6
43	Cc1cccc(CN2CCN([C@@H]3CS(=O)(=O)N[C@H]3COCc3ccccc3)CC2)c1	-2	12
44	CCn1cc(SCC(=O)Nc2cccc(C)c2C)c2ccccc21	-5	-1
45	O=C1N=c2ccccc2=C1c1sc(=S)[nH]c1O	/	27
46	O=C(CCn1c(=O)[nH]c2ccsc2c1=O)N1CCN(c2ccccn2)CC1	-2	0
47	CCn1nnnc1SCC(=O)NC1Cc2ccccc2C1	-12	/
48	O=C(c1ccc(-c2nc(-c3ccc(F)cc3)no2)cc1)N1CCCCC1	-3	-11
49	Cc1nn(C)c(C)c1CNC(=O)C1CCN(c2cnn(Cc3ccccc3)c(=O)c2)CC1	-8	1
50	CCc1ccc(N(CC(=O)Nc2cccnc2)S(=O)(=O)c2ccccc2)cc1	2	3
51	CC(C)n1cnnc1C1CCN(C2CCCCC2)CC1	-1	0
52	CC(C)(CO)NC(=O)c1ccc(Cl)cc1	-12	-6
53	OC(CNC1CCCC1)COc1ccc2ccccc2c1 (stereo unspecified)	-6	3
54	O=C(Cc1ccccc1)Nc1cc(C(=O)O)c(NC(=O)Cc2ccccc2)cc1C(=O)O	0	12
55	Cc1[nH]c(C#N)c(C)c1C=O	/	-9
56	Cc1ccc(-c2cc(C(=O)N3CCN(c4ncccn4)CC3)c(C)[nH]2)cc1	-5	5
57	COc1ccc(Br)cc1C1C(C(=O)Nc2ccc(C)cc2C)=C(C)Nc2nnnn21 (stereo unspecified)	4	9
58	Clc1nc(-c2ccccc2)ncc1-c1ccccc1	0	-24
59	COc1ccc(-c2nc(S(=O)(=O)c3ccccc3)c(N3CCCCC3)o2)cc1	-3	-6
60	CCCc1nc2cccnc2n1C1CCN(C(=O)Nc2cccc(SC)c2)C1 (stereo unspecified)	-3	25

Additional compounds
#	Molecule	Pf apPOL inh	mHTT CaM bind
61	COc1ccc(N2CCN(Cc3cnoc3-c3ccccc3)CC2)cc1	-10	57*
62	CCOC(=O)ON=C(N)c1ccc(Cl)cc1	2	/
63	COc1ccc2c(c1OC)C(=O)N(c1ccc(O)cc1)C2	0	-1
64	Nc1ccccc1C(=O)NCCOc1ccccc1	-12	-4
65	CCn1ccc(C(=O)N2CCC(c3cc(-c4ccccc4)n[nH]3)CC2)n1	-2	15
66	COc1ccc(OC)c(N2CCN(CC(=O)N3CCC(C(N)=O)CC3)C2=O)c1	-1	-15
67	O=C(c1cc(-c2cccs2)on1)N1CCCC1c1cccc(F)c1 (stereo unspecified)	0	0
68	OCn1c2c(c3ccccc31)CCCC2	-6	14
69	CNC(=O)C1CCN(c2cnn(Cc3ccccc3)c(=O)c2)CC1	-2	-12
70	O=C(NCCCc1ccccc1)C1CCN(c2cn[nH]c(=O)c2)CC1	-3	-6
71	Cc1nc2cc(C(=O)N3CCOCC3)ccc2n1-c1ccc(F)c(F)c1	-5	0
72	Cc1cccc(-c2nnc(C)c(N3CCC(C)CC3)n2)c1	-1	42
73	CCC1CN(C(=O)Nc2ccc(OC)cc2)c2ccccc2O1 (stereo unspecified)	2	1
74	COc1ccc(-c2coc3c(C)c(OCCN4CCC(C)CC4)ccc3c2=O)cc1	-29	5
75	COc1ccc(C=C2SC3C(C#N)=C(c4ccc(OC)cc4)C(C#N)=C(N)N3C2=O)cc1 (stereo unspecified)	10	/
76	COc1ccc(OC)c(NC(=O)CSc2n[nH]c(N)n2)c1	-3	6
77	CCCn1ccc2sc(C)c(C(=O)N3CCCCCC3)c2c1=O	-3	1
78	O=C(CSc1nc2[nH]ncc2c(=O)[nH]1)NCc1ccco1	15	6
79	CCC1CCc2c(sc(NC(=O)CCC(=O)O)c2C(N)=O)C1 (stereo unspecified)	5	9
80	O=C(c1cc(-c2ccccc2)c(C(F)(F)F)s1)N1CCCC1	-1	/

Other structures follow.
#	Molecule	Pf apPOL inh	mHTT CaM bind
81	Cn1nc(-c2nc(Cc3ccccc3)no2)c2c1CCN(C(=O)C1CCCO1)C2 (stereo unspecified)	-7	7
82	Oc1oc(-c2ccccc2)nc1C=Nc1cccc(F)c1	-4	6
83	Cn1c(Sc2ncnc(Sc3nnc(C(F)(F)F)n3C)c2[N+](=O)[O-])nnc1C(F)(F)F	-6	/
84	Cc1cccc(Cn2cnc3c(-c4ccccc4)csc3c2=O)c1	-4	-10
85	O=C(O)c1nnn(Cc2ccccc2F)c1-c1ccccn1	-2	-2
86	COc1cc(Cl)c(/C=C2\NC(=O)N(CC(=O)Nc3cccc(C)c3)C2=O)cc1OC	-1	48
87	O=S(=O)(Nc1ccc2ncccc2c1)c1ccc2oc3ccccc3c2c1	/	14
88	CC(CCc1ccccc1)NC(=O)C1CCN(c2ncnc3c2nc2n3CCCCC2)CC1 (stereo unspecified)	-1	-1
89	Cc1ccccc1CNC(=O)c1ccccc1	-5	-4
90	COc1ccc(C2=N/C(=C\C=C\c3ccccc3)C(=O)O2)cc1Br	-4	21
91	COC(=O)C1=C(N)CCCC1	-7	/
92	O=C(c1ccsc1)N1CCN(c2nc(CN3CCOCC3)cs2)CC1	0	0
93	Nc1cc(C2CCN(S(=O)(=O)Cc3ccccc3)CC2)no1	-2	6
94	CC1Cn2c(COc3ccccc3)nnc2S1 (stereo unspecified)	/	-5
95	Nc1nn(-c2ccc(Cl)cc2)nc1C(=O)c1ccccc1	-8	/
96	COc1ccc(NC(=O)c2ccc(SCCN3CCCCC3)nc2)cc1	2	-1
97	O=C(Cn1ccc2ccccc21)NCc1cccnc1	-6	-11
98	O=C1CCN(S(=O)(=O)c2ccccc2[N+](=O)[O-])CC1	13	3
99	N#Cc1ccc(C(=O)Nc2ccc3oc(-c4cccnc4)nc3c2)c(F)c1	-3	6
100	COc1ccc(C(=O)Oc2cc(C)c3c(c2)OC(=Cc2ccncc2)C3=O)cc1	-4	3

Profiles, looked up by structure:
Results for Nc1cc(C2CCN(S(=O)(=O)Cc3ccccc3)CC2)no1 → Pf apPOL inh = -2; mHTT CaM bind = 6
Results for Cc1cccc(Cn2cnc3c(-c4ccccc4)csc3c2=O)c1 → Pf apPOL inh = -4; mHTT CaM bind = -10
Results for O=C(O)c1nnn(Cc2ccccc2F)c1-c1ccccn1 → Pf apPOL inh = -2; mHTT CaM bind = -2

Continuation:
#	Molecule	Pf apPOL inh	mHTT CaM bind
101	Cc1cccc(OCCCC(=O)Nc2ccc3c(c2)OCO3)c1	3&-6	6&13
102	CCOC(=O)NCCC(O)c1ccoc1 (stereo unspecified)	0	-4
103	Cc1ccc(C(=O)NC2CC2)c(C2CCN(Cc3ccc(F)cc3)CC2)n1	5	-3
104	COc1cc(C)nc(NC(=O)Nc2sc(NS(=O)(=O)c3ccc(C)cc3)nc2C)n1	-1	1
105	COc1ccc(/C=C/C(=O)O)cc1S(=O)(=O)NCc1cccnc1	-11	6
106	Cc1sc(C(=O)Nc2ccccc2)c2c1C(=O)NC(C)(c1cccs1)N2 (stereo unspecified)	1	12
107	COc1ccccc1NC(=O)N1CCC2(CC1)Nc1cc(F)ccc1-n1cccc12	-9	57*
108	CCOC(=O)c1ccc(Oc2coc3cc(OC)ccc3c2=O)cc1	-8	-8
109	Cn1cc(OCc2ccccc2)c(=O)cc1C(=O)NC1CCCC1	-1	-5
110	C#CCCNC(=O)c1cccn(C)c1=O	-8	-14
111	Cc1ccc(NC(=O)CN2C(=O)C(c3ccc(C)cc3)=NC23CCCCC3)cc1	-3	-10
112	Cc1ccc(-c2nc(-c3ccccn3)no2)cc1C	-1	-1
113	COc1cc([N+](=O)[O-])ccc1NC(=O)C=C(C)C	-9	5
114	CC(C)c1ccc(N2CCN(CC(=O)Nc3ccc(-n4cnnn4)cc3)C2=O)cc1	-3	-4
115	CSc1nc(N)nc(SCc2ccc(F)cc2)c1C#N	-5	-33
116	O=C(NCC1CC1)Nc1cccs1	-8	/
117	COc1cccc(C(=O)Nc2c3c(nn2-c2ccc(Cl)cc2)CSC3)c1OC	2	5
118	Cc1ccccc1N1CC23C=CC(O2)C(C(=O)OC(C)C)C3C1=O (stereo unspecified)	-4	-3
119	CC1(C)OC(=O)C(=CNc2cccc(C(F)(F)F)c2)C(=O)O1	0	-3
120	C=CCn1c(SCC(=O)Nc2ccccc2OC)nc2sc(C)cc2c1=O	-7	-2

(more compounds)
#	Molecule	Pf apPOL inh	mHTT CaM bind
121	Cc1ccc(/C=C2\N=C(c3cccc(I)c3)OC2=O)cc1	-3	9
122	COc1ccc(-c2ccc(/C=C3\SC(N4CCN(C(C)=O)CC4)=NC3=O)o2)cc1	0	36
123	CCN(CC(O)COc1ccc(Br)cc1)C1CCCCC1 (stereo unspecified)	-3	-4
124	COc1cccc(-n2nc(C(=O)N3CCC(C(N)=O)CC3)c3ccccc3c2=O)c1	0	-2
125	COc1ccc(C=C2Oc3c(ccc(OCC(C)=O)c3C)C2=O)c(OC)c1	-4	0

Hits appear at their usual frequency; overall some 3.5% were active at least once.
